# High-throughput results: PubChem, National Center for Advancing Translational Sciences (NCATS)
# LDHA block – LDHA (human) enzyme inhibition; P00338; purified LDHA, NADH/diaphorase-resazurin fluorescence; stronger effect = lower value; activity change, % (values are at about 110 or 230 µM); actives 0.15% (n = 480,000); AID 1347041; in the data active = activity change below about -30%; inconclusive = mostly about -25% to -30%;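 also: plate controls were DMSO wells for no effect and wells without enzyme for full effect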
#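 Enzyme activity of human lactate dehydrogenase 5 (2 nM; 0.06 mM NADH, 0.2 mM pyruvate, 5 min, RT) is measured via a resazurin/diaphorase fluorescence readout of residual NADH.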
# RXFP1 ag – agonists of human relaxin receptor RXFP1; Q9HBX9; HEK293T-RXFP1 cAMP TR-FRET, 30 min; response scale: percent of porcine relaxin response, buffer zero; Potency, µM (top dose mostly 57.5 µM), without a hit: top-dose activation, most hits filed as activators; actives 0.3% (n = 370,000); also: potency is read from the fitted curve at half-maximal effect; % is scaled to controls: 0 for no effect and ±100 for the full control effect; nearly all actives have a fitted effect of over 60% in size; many of its hits are not listed in these tables
#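 cAMP rise read by TR-FRET after 30 min, 37C compound exposure (up to 58 uM) in RXFP1-transfected HEK293 cells with Ro 20174 present. EC50 from Hill-equation fits, with 29 nM porcine relaxin as 100% and buffer as basal.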
# Vif-APOBEC3F blk – inhibitors of Vif-A3F interaction; HeLa A3F-eYFP + Vif (tagged APOBEC3F with the HIV-1 protein that degrades it), YFP fluorescence increase; Potency, µM (top dose mostly 46.1 µM), without a hit: at the top dose activity, negative = active; AID 602313; actives 0.2% (n = 390,000); also: potency is read from the fitted curve at half-maximal effect; % of control where 0% means no effect; nearly all actives have a fitted effect of over 65% in size
#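 Fluorescence increase (Ex 488/Em 500-530) after overnight compound treatment at 37 deg C flags inhibition of Vif-driven A3F-eYFP loss in stable HeLa A3F-eYFP/Vif cells seeded overnight beforehand.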
# D1 antagonist – blocks dopamine activation of the human D1 receptor; P21728; HEK293 TREx D1 cells, calcium flux, dopamine EC80; stronger effect = lower value; activity change, negative = inhibition, % at 10 µM; actives 3.2% (n = 360,000); AID 504652; in the data active = activity change below about -30%; also: % is scaled to controls: 0 for no effect and ±100 for the full control effect
#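 After overnight tetracycline induction at 30 C, force-coupled D1 HEK293 cells took up a no-wash calcium dye at room temperature. Compounds were added and monitored 180 s, and the response to EC80 dopamine was then recorded.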
# GRP78 ERSR act – ER stress response induction in glioma; U87-MG GRP78 promoter luciferase reporter, 16 h; Potency, µM, without a hit: top-dose activation, most hits filed as activators; AID 602332; actives 0.02% (n = 420,000); also: potency is read from the fitted curve at half-maximal effect; series mostly up to about 76 µM; % of control where 0% means no effect; nearly all actives have a fitted effect of over 35% in size
#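 ERSR induction read as luciferase luminescence (Bright-Glo, 10 min at room temperature) in stably transfected human U87-MG glioma cells exposed to compounds for 16 h, using GRP78 as sensor.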
# D1 potentiator – human D1 dopamine receptor positive modulation; P21728; HEK293 TREx D1 cells, calcium flux, dopamine EC20 potentiation; potentiation, % at 10 µM; actives 0.036% (n = 360,000); AID 504651; in the data active = potentiation above about 30%; also: 0% is about no effect
# D1 ag – activates the human D1 dopamine receptor; AID 504660; HEK293 T-REx D1 cells, calcium flux, agonist mode; P21728; activation, % at 2 µM; actives 1% (n = 360,000); in the data active = activation above about 30%; also: 0% is about no effect
#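 Inducible HEK293 T-REx D1 cells, force-coupled to calcium signalling, were plated at 4000 cells/well with tetracycline and held overnight at 30 C. After no-wash calcium dye loading, compound-evoked calcium rise over 180 s flagged agonists.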
# D2 PAM – D2 dopamine receptor (human) potentiation. HEK293 T-REx D2, calcium flux, EC20 dopamine potentiation. P14416. actives 0.34% (n = 340,000). potentiation, % at 10 µM. AID 485347;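 active = potentiation over 3 SD above the plate norm, cut at about 30% in these data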; also: 0% is about no effect
# Target sequence (P14416 whole entry, looked up): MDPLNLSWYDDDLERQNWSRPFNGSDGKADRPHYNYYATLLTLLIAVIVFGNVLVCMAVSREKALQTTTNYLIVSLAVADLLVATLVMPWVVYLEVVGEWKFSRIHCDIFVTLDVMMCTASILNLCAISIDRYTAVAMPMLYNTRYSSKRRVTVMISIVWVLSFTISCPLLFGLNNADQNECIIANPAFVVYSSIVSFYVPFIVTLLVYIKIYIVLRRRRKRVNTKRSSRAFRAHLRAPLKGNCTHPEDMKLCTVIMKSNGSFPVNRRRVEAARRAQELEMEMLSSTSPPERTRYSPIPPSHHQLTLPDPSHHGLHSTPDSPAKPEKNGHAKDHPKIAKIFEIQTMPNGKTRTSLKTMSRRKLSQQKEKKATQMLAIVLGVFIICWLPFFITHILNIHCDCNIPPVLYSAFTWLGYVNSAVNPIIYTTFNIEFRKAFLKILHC
#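 Cells plated with tetracycline inducer and held overnight at 30 C; calcium dye loaded 30–90 min at room temperature; baseline taken, compound added and read 180 s; EC20 dopamine then added and read 180 s.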
# Vif-APOBEC3G blk – inhibitors of Vif-APOBEC3G interaction | Q9HC16 | HeLa A3G-eYFP + Vif (tagged APOBEC3G with the HIV-1 protein that degrades it), YFP fluorescence, overnight | Potency, µM (highest dose often 46.1 µM), for inactives: top-dose activity, negative = active, actives largely listed as inhibitors | actives 0.076% (n = 410,000);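 also: potency is read from the fitted curve at half-maximal effect; % is scaled to controls: 0 for no effect and ±100 for the full control effect; nearly all actives have a fitted effect of over 60% in size; hits raise eYFP signal because A3G escapes Vif-driven loss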
# Target sequence (Q9HC16 whole entry, looked up): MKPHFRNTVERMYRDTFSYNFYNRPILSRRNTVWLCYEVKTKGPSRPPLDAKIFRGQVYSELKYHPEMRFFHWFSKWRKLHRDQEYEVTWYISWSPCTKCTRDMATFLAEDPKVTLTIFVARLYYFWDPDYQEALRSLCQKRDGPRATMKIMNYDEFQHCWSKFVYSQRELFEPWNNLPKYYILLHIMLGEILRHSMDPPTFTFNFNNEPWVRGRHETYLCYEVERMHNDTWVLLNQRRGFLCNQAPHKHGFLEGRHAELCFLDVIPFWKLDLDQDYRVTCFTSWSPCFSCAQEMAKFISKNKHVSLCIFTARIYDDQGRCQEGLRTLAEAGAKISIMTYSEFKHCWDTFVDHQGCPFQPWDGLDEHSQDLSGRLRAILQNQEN
#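 Read-out is eYFP fluorescence (Ex 488/Em 500-530) from Vif-expressing HeLa A3G-eYFP cells; more signal means A3G escaped Vif-mediated degradation. Cells plated overnight, compound pinned in, incubated overnight at 37 deg C.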
# Active calls of the source: *; ? = inconclusive; / = not tested or not shown; & = joins results of further samples. Unless noted, calls follow the shape of the dose curve; as a rule, active = well fitted curve in the direction sought with a large enough effect; inconclusive = small, poorly fitted or top-dose-only effect, or another doubt; inactive = no such curve, though single readings can be large; an effect the other way counts as inactive or inconclusive. Only part of the results is shown, so the mix of outcomes need not match the whole.
Compound,LDHA block,RXFP1 ag,Vif-APOBEC3F blk,D1 antagonist,GRP78 ERSR act,D1 potentiator,D1 ag,D2 PAM,Vif-APOBEC3G blk
Nc1c(C(=O)NC2CCCC2)c2nc3ccccc3nc2n1CC1CCCO1 (stereo not drawn),6.6,1.0%,?,19.9,-4.8%,13.1,1.3,-6.8,-0.7%
COc1ccc(CN2C(=O)CC(=O)NC2=S)cc1,-18.3,-0.9%,0.2%,-6.4,-6.9%,-1.4,0.4,4.8,-6.4%
CCC(=NCCC(c1ccccc1)c1ccccc1)c1c(O)[nH]c(=O)[nH]c1=O,-5.1,6.4%,3.0%,-7.8,-3.8%,-0.3,1.7,9.0,2.6%
C1CCCN(C2CCNCC2)CC1,3.8,0.6%,-2.0%,5.7,-2.7%,-0.3,4.7,-1.9,1.3%
CN(C)CC#CCn1c2ccccc2c2ccccc21,0.2,0.9%,3.0%,-2.5,-1.9%,-7.3,2.1,6.9,-0.1%
N#Cc1cn(C2OC(CO)C(O)C2O)c2ncnc(N)c12 (stereo not drawn),-11.8,/,-7.2%,/,-4.8%,/,/,/,-12.6%
COc1ccc(Cl)cc1NC1=NCC(C)S1 (stereo not drawn),-3.6,1.3%,-4.3%,-3.3,-1.4%,6.7,3.1,4.8,-2.1%
O=P(O)(O)/C=C(\Cl)c1ccccc1,-4.2,-1.5%,-1.4%,-8.4,-5.5%,-2.5,3.0,4.4,2.6%
O=C(C1CC(c2ccc(Cl)c(Cl)c2)=NO1)N1CCC2(CC1)OCCO2 (stereo not drawn),1.6,-0.6%,0.9%,6.2,?,-0.2,13.3,10.6,-0.5%
Cc1ccc(S(=O)(=O)CC(C)(O)C(=O)Nc2cccc(C(F)(F)F)c2)cc1 (stereo not drawn),-4.2,1.5%,-3.5%,/,-1.8%,/,/,/,0.0%
CN1C(=O)NC(=O)C(C)(C2=CCCCC2)C1=O (stereo not drawn),-4.6,/,3.4%,/,0.4%&-3.9%&-5.0%,/,/,/,-1.0%
COc1ccc(/C=N\NC(=O)c2cccc(F)c2)cc1COc1ccccc1,1.8,/,-16.7%,/,-0.7%,/,/,/,?
COC(=O)C(O)(c1c[nH]c2ccccc12)C(F)(F)F (stereo not drawn),-4.4,1.7%,1.3%,/,-3.8%,/,/,/,0.4%
CCC(C)C1(CC)C(=O)NC(=O)N=C1N (stereo not drawn),-4.1,0.6%,0.8%,-2.7,-0.4%,-6.1,2.6,6.1,6.0%
FC(F)(F)c1ccccc1N1CC1c1ccncc1 (stereo not drawn),0.5,-1.7%,-10.0%,-4.8,-6.2%,-2.5,0.4,2.6,0.7%
CC12CC[C@H]3[C@@H](CCC4(O)C[C@H](O)CCC34/C=N/NC(=O)c3ccc(O)cc3)C1(O)CCC2C1=CC(=O)OC1 (stereo partly drawn),0.8,-4.2%,-10.1%,-18.5,-4.7%,-3.1,2.7,0.2,1.9%
CCCCC(=O)N/N=C/c1c(O)n(CCC2=CCCCC2)c(=O)[nH]c1=O,-4.5,-1.1%,-10.9%,15.8,-0.3%,-2.4,2.4,-4.0,-1.6%
CCCCN1C(=O)NC(=O)C2(Cc3c(nc4c(C)cccn4c3=O)N3CCc4ccccc4C32)C1=O (stereo not drawn),6.1,0.4%,1.8%,52.5,-1.1%,5.2,37.6*,/,0.3%
CCOC(=O)c1ccc(NC(=O)N2CC3CC(C2)c2cccc(=O)n2C3)cc1 (stereo not drawn),3.2,2.9%,5.2%,-11.9,-4.9%,-6.5,3.6,1.4,-0.9%
COc1ccc(N/N=C/c2c(O)n(-c3ccc(C)c(C)c3)c(=O)[nH]c2=O)cc1,17.9,0.0%,-15.6%,-3.0,-1.2%,-0.5,2.1,-2.7,-25.4%
COc1cccc(C(=O)N2CCC3(CC2)OCCO3)c1,-3.4,3.1%,10.9%,-18.8,-2.0%,-5.0,2.6,0.3,-0.2%
CC12CN3CN(C1)CC(C)(C3)C2=NO,-4.0,0.0%,-2.4%,-6.8,-3.7%,-6.0,1.4,7.7,0.0%
CCN1CCN(c2nc3c(c(=O)[nH]2)CCCC3)CC1,-8.0&5.2,1.6%,0.7%,2.4,-5.6%,-0.5,2.1,-10.5,-8.6%
Cc1cccc(-n2c(C)nc3ccc(Cl)cc3c2=O)c1,-9.5,1.4%,11.4%,-18.7,-2.5%,-6.5,1.1,-2.9,-0.1%
Cc1cccc(NC2=NCCCS2)c1C,-4.5,1.1%,-2.4%,-10.3,-2.4%,-6.5,3.7,-9.9,-0.4%
COc1ccc(NC(=O)c2cc([N+](=O)[O-])ccc2N2CCNCC2)cc1,-6.5,1.9%,-17.9%,-0.6,1.2%,-4.3,5.6,8.5,0.8%
O=P(Oc1ccccc1)(Oc1ccccc1)c1ccccc1,-1.9,-0.5%,3.5%,-2.4,-4.2%,-3.5,3.4,2.4,2.6%
O=C(c1cc(C(=O)NCc2ccc(Cl)cc2)c(=O)n(Cc2ccc(Cl)cc2)c1)c1cc(F)ccc1O,4.0,-4.2%,-4.5%,-1.1,-5.7%,-0.7,5.7,0.1,-2.9%
OCC[N+]12CCC(CC1)C(C(O)(c1ccccc1)c1ccccc1)C2 (stereo not drawn),-5.1,-5.1%,5.7%,-13.3,-5.4%,10.1,1.4,9.8,-4.2%
CCOc1ccccc1CN(CCc1ccc2c(c1)OCO2)Cc1ccc(CC)cc1,-13.6,5.2%,3.3%,2.1,-2.5%,-3.3,0.8,2.7,-0.2%
CC(=O)NCC1=C(c2cccc3ccccc23)C[C@@H]2CC[C@H]1N2Cc1ccco1,-8.4,/,-3.7%,/,-1.0%,/,/,/,-2.7%
O=C(CCCCCn1c(=S)[nH]c2ccccc2c1=O)N1CCC2(CC1)OCCO2,-3.8,-0.2%,-0.1%,2.3,0.9%,4.7,-0.2,16.0,-2.8%

# An excerpt from above, reduced to Vif-APOBEC3G blk and LDHA block.
structure	Vif-APOBEC3G blk	LDHA block
O=C(c1cc(C(=O)NCc2ccc(Cl)cc2)c(=O)n(Cc2ccc(Cl)cc2)c1)c1cc(F)ccc1O	-2.9%	4.0
COc1ccc(Cl)cc1NC1=NCC(C)S1 (stereo not drawn)	-2.1%	-3.6

# (next part)
Compound,LDHA block,RXFP1 ag,Vif-APOBEC3F blk,D1 antagonist,GRP78 ERSR act,D1 potentiator,D1 ag,D2 PAM,Vif-APOBEC3G blk
Cc1cc(OC(C)C(=O)NCC2CCC(C(=O)O)CC2)c2c3c(c(=O)oc2c1)CCC3 (stereo not drawn),-0.9,12.1%,-0.6%,0.5,7.0%,4.0,2.8,-7.3,2.6%
COC(=O)C1=C(c2ccc(S(C)(=O)=O)cc2)C[C@@H]2CC[C@H]1N2C(=O)NCCCOC(C)C,-0.2,/,-4.9%,/,-2.8%,/,/,/,0.0%
CC(=O)c1c(O)n(C2CCCCCC2)c(=O)[nH]c1=O,-3.2,1.9%,-4.9%,-7.5,-6.6%,-5.6,2.2,1.5,2.0%
O=C(CN1CCCCC1)NCC(=O)Nc1ccc(Br)cc1C(=O)c1ccccc1,1.8,1.4%,0.1%,0.4,-5.5%,-9.5,3.3,-5.5,-2.3%
O=C(C(=O)N1CCOCC1)c1cn(CCCOc2ccccc2)c2ccccc12,-11.1,-0.3%,-0.4%,6.7,-2.4%,1.1,3.6,-8.3,1.2%
C=CCOC(=O)c1ccccc1N,-0.2,3.2%,-2.1%,/,-4.4%,-2.0,-2.8,-9.8,0.6%
COC(=O)CCCNC(=O)CN1CC(c2ccccc2)CC1=O (stereo not drawn),-5.0,-0.2%,0.6%,7.1,-3.2%,13.8,2.0,-7.1,0.2%
CC1=C2C(=O)C3C(CC=C4CC(OC5OC(O)C(O)C(O)C5CO)CCC43C)C2CCC12OC1CC(C)CNC1C2C (stereo not drawn),-5.8,0.0%,7.7%,-0.1,-1.0%,-9.8,2.0,/,0.4%
O=S1(=O)N(CCN2CC=C(c3c[nH]c4cc(F)ccc34)CC2)c2cccc3c2N1CCC3,-11.4,-0.9%,-9.2%,-40.9*,-4.4%&-5.0%,-7.9,1.1,-24.7,-1.7%
COC(=O)C1=C(c2ccc(OC)c(OC)c2)C[C@@H]2CC[C@H]1N2C(=O)NC1CC1,-0.4,-0.1%,-1.5%,/,-3.1%,1.1,0.6,7.9,0.7%
CCN(CC)C(=O)c1ccc(NC(=O)Cn2nc(-c3ccc(C)cc3)c3ccccc3c2=O)cc1,-3.8,20.0%,1.3%,-0.5,-1.4%,-0.6,-1.9,0.8,-2.5%
CCN(CC)c1nc2ccccc2nc1C(=O)Nc1cccc(C(C)=O)c1,3.2,2.4%,-15.2%,-6.9,-4.4%,-3.5,4.7,-16.1,?
O=C(c1ccc2c(c1)N(Cc1ccc(F)cc1Cl)C(=O)c1ccccc1S2)N1CCC2(CC1)OCCO2,2.8,3.4%,4.1%,-5.7,-4.4%,-1.2,-0.7,-5.4,0.1%
COc1cc(CC2(CCc3ccncc3)C(=O)NC(=O)NC2=O)cc(OC)c1OC,-4.0,0.3%,7.8%,7.2,-2.9%,4.3,1.7,5.7,2.6%
CN1C(=O)c2ccccc2NC(=O)C1Cc1ccccc1 (stereo not drawn),1.8,-1.6%,8.3%,13.4,-6.1%,1.1,-1.5,-1.9,3.4%
COc1ccccc1Oc1c(C)oc2cc(OC(=O)N(C)C)ccc2c1=O,-3.3,-0.8%,6.1%,-1.9,-1.7%,6.5,2.7,/,-0.6%
COc1ccc(OCC#CCN2CCC(C)CC2)cc1,-21.9,1.2%,-19.6%,-0.1,-5.5%,-6.8,4.7,-23.4,-0.3%
